# KCNQ2 inh: KCNQ2 potassium channel inhibitors, primary screen, cell-based, CHO-K1, FluxOR thallium flux, B-score (AID 2156); O88943; 20 min; stronger effect = lower value; B-score at 10 µM; hit rate 1.1% among 310,000;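 active = fluorescence ratio B-score at most minus 3 library SDs, with starting brightness B-score within 2 library SDs, cut at about -5.5 in these data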
# Kir21 inh: inhibitors of mouse Kir2.1 inward-rectifier potassium channel | P35561 | hit rate 0.85% among 310,000 | HEK293-Kir2.1, FluxOR thallium flux fluorescence; stronger effect = lower value | B-score at 10 µM | AID 1672;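 active = fluorescence ratio B-score at or below minus 3 SD of library scores, with starting-brightness B-score within 2 SD, cut at about -4.2 in these data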;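 also: channel flux triggered by added potassium and thallium sulfate stimulus; B-score of peak minus minimum fluorescence over baseline after thallium stimulus; more negative B-score means stronger Kir2.1 block with less thallium influx; some compounds called inactive have numbers as strong as hits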
# Target sequence (P35561 whole entry, looked up): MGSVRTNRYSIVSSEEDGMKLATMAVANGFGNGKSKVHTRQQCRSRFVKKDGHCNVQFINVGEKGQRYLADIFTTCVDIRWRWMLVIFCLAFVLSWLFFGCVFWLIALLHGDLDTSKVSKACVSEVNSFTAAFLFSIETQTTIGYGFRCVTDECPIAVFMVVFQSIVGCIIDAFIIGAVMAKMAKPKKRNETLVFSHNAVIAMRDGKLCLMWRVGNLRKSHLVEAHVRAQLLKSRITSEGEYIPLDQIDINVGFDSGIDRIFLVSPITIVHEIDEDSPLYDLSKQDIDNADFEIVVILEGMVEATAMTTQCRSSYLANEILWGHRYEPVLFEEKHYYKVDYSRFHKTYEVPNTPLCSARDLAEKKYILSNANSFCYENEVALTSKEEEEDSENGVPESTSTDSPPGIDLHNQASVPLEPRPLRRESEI
# * marks the source's active call; other numbers are inactive results; i = inactive.
SMILES,KCNQ2 inh,Kir21 inh
COCCNC(=S)N1CCN(C(=O)C(=O)Nc2ccc(C(=O)OC)cc2)CC1,i,-0.26
CCOC(=O)c1c(C)[nH]c(C)c1S(=O)(=O)N(C)CC(=O)Nc1cccc(F)c1,i,-0.93
O=[N+]([O-])c1ccccc1S(=O)(=O)NC1CCCCCCC1,i,-0.42
COc1ccc([N+](=O)[O-])cc1NC(=O)C(C)OC(=O)C1CCCC1 (stereo not given),i,0.04
Cc1ccc(CNS(=O)(=O)c2ccc(C(C)(C)C)cc2)n1C,-7.14*,-0.05
COc1ccc(NC(=O)Cn2c3ccccc3c3nc4n(c(=O)c32)CCS4)cc1OC,i,0.28
CCOC(=O)c1cc[nH]c1CC(=O)NC,i,0.18
O=C(NCc1ccco1)c1cnccn1,i,-0.46
CCOC(=O)c1cc(-c2ccc(N3CCOCC3)cc2)nn1-c1ccc(F)cc1F,i,-1.25
Cc1ccc(CNS(=O)(=O)c2cc(F)ccc2CN2C(=O)c3cccnc3C2=O)o1,i,-1.38
COc1ccnc(CSC(N)=Nc2ccccc2OC)c1,i,-0.64
Cc1ccc(C(O)(CNCc2ccccc2)c2ccccc2)cc1 (stereo not given),i,-10.5*
CCCOC(=S)Nc1ccccc1,i,-0.04
COc1cccc(Oc2cn[nH]c2-c2ccc(O)cc2O)c1,i,-2.15
Cc1csc(NC(=O)CNC(=O)OCc2ccccc2)n1,i,0.67
C=CCOc1cccc(/C=N/NC(=O)C(=O)NCc2ccco2)c1,i,-1.19
COc1ccc(C(=O)n2c(SC)nc3cc4c(cc32)OCCO4)cc1,i,-1.64
O=C1N(Cc2cccnc2)C[C@@H]2C[C@@H](c3ccc4nsnc4c3)N3CCC[C@@]123,i,-0.42
COCCn1c(SCC(=O)Nc2ccc(N3CCOCC3)cc2)nc2ccccc21,i,-0.28
Cc1ccc(-c2c(C)sc(NC(=O)C3C4CCC(O4)C3C(=O)O)c2C(=O)OC(C)C)cc1 (stereo not given),i,0.75
COc1cccc(NC(=O)Nc2cc(Cl)ccc2C)c1,i,-1.01
O=C(NCc1ccco1)c1cnn2c(C(F)F)cc(-c3ccccc3)nc12,i,-0.83
O=C(Nc1ccc(F)cc1)c1ccc2snnc2c1,i,1.28
Cc1noc(C)c1S(=O)(=O)Nc1ccc(C(=O)N2CCC(C)CC2)cc1,i,1.89
COc1ccccc1CNC(=S)Nc1ccc(S(N)(=O)=O)cc1,i,-0.36
# Remaining list, next part
SMILES,KCNQ2 inh,Kir21 inh
COc1ccc([N+](=O)[O-])cc1C(=O)Nc1ccc(Cc2ccncc2)cc1,i,-0.01
COc1ccc(NC2CCCN(C(=O)c3cc4ncccn4n3)C2)cc1 (stereo not given),i,-0.67
N#Cc1ccccc1OCC(=O)NC(N)=O,i,-0.41
OCCOCCNc1ncnc2sc(-c3ccccc3)cc12,i,1.15
COc1cccc2c(N/N=C/c3ccc(O)c(O)c3)cc(C)nc12,i,-2.38
COc1ccc(CNC(=O)CCCC(=O)n2nc(C)c3ccccc32)cc1,i,-2.39
Cc1cccc(CCNC(=O)C2CCN(S(=O)(=O)c3ccccc3)CC2)c1,i,1.06
CCOC(=O)c1ccc(NC(=O)CSc2nc3cccnc3n2C)cc1,i,0.75
CCOCCCN(C)C1CCN(C(=O)c2oc3ccccc3c2NC(=O)COc2cccc(C)c2)CC1,i,-0.71
CCOC(=O)CN1C(c2ccccc2O)Nc2ccc(Br)cc2C1c1ccccc1 (stereo not given),i,0.05
S=C(c1ccc[nH]1)N1CCOCC1,i,-0.53
CC1CCCC(C)N1C(=O)c1cc2ncc(CCCl)cn2n1 (stereo not given),i,1.82
COc1ccc(NC(=S)N2CCN(c3ccccn3)CC2)cc1,i,1.87
O=C1CC(N2CCC(c3nc4ccccc4s3)CC2)C(=O)N1 (stereo not given),i,-0.7
O=c1c2c3c(sc2n(CCN2CCCC2)c(=O)n1Cc1ccco1)CCCCC3,i,-2.16
Cc1ccc(CC(=O)NCc2ccc3c(c2)OCO3)cc1,i,-0.92
CCCc1nn2c(=O)cc(CSCC(=O)Nc3nnc(CC)s3)nc2s1,i,-0.06
Cc1ccc(NC(=O)CC2Oc3ccc(C)cc3NC2=O)c(C)c1 (stereo not given),i,-0.98
CN(C)N1C(N)=C(C#N)C(c2ccc(F)cc2)C2=C1CCCC2=O (stereo not given),i,0.33
CC(=O)c1cccc(NC(=O)CCC2CCCC2)c1,i,-0.51
O=C(CC(Sc1ccc(Br)cc1)C(=O)O)c1ccc(F)cc1 (stereo not given),i,-0.58
CCn1cc(C(=O)OCC(=O)N(C)C2CCS(=O)(=O)C2)c(=O)c2ccc(C)nc21 (stereo not given),i,0.31
C=C(C)Cn1c(SCC#N)nc2ccccc2c1=O,i,-0.07
COc1ccc(/C=N/NC(=O)c2cc[n+]([O-])cc2)cc1O,i,-0.95
CC(C)CC(=O)Nc1nnc(-c2ccco2)s1,i,0.7
# Continuation:
SMILES,KCNQ2 inh,Kir21 inh
CN(Cc1cccnc1)Cc1cn[nH]c1-c1ccc(-c2ccccc2)cc1,i,-0.17
CC1CCCN(C(=O)c2cc(F)c(F)cc2Cl)C1 (stereo not given),i,0.59
COc1cc(/C=C/C(=O)c2c(O)cc(C)oc2=O)cc(OC)c1O,i,-0.26
CC12CCCC[C@@H]1CCC1C2CCC2(C)C1CC[C@@]2(O)CNCCO (stereo not given in full),i,1.04
CC(=N\O)/C(CN(C)C)=N/O,i,-0.12
CCOc1ccc(C(=O)N2CCCC2)cc1OC,i,-0.14
O=c1[nH]c(N2CCN(c3ccccc3)CC2)nc2c1CCC2,i,1.19
Cc1ccc(N(C)C(=O)c2cc(S(=O)(=O)N3CCCC3)cn2C)cc1,i,0.03
O=C(/C=C/c1cccc(O)c1)c1ccc(N2CCOCC2)cc1,i,-0.34
Cc1ccc(S(=O)(=O)N2C(=O)CCC2C(N)=O)cc1 (stereo not given),i,-2.74
Cc1ccc(S(=O)(=O)CC(=O)N2CC(C)OC(C)C2)cc1 (stereo not given),i,0.01
C=CCNc1nc(N)c([N+](=O)[O-])c(Nc2ccccc2OC)n1,i,-0.06
Cc1ccc(C)c(OCC(=O)Nc2cccc(C(=O)O)c2)c1C,i,1.43
CN(C)/C=N/c1ncc(C(=O)c2ccc3ccccc3c2)s1,i,0.04
COc1ccc(N2CCN(Cc3nc(-c4ccccc4)no3)CC2)cc1,i,0.8
Cc1cc(OCC(=O)Nc2ccc3c(c2)OCCO3)cc(C)c1Cl,i,-1.46
O=C(NCCC1CCCCN1S(=O)(=O)c1ccccc1)C(=O)Nc1ccc(F)cc1F (stereo not given),i,0
Cc1cc(S(=O)(=O)N2CCN=C2c2ccccc2)c(Cl)cc1Cl,i,-7.82
Cc1ccc(S(=O)(=O)NC(CC(C)C)C(=O)N2CCC(C)CC2)cc1 (stereo not given),i,0.67
CC(=O)c1cccc(NC(=O)c2nccnc2C(=O)O)c1,i,-0.72
COc1ccc(C2=CSC3=C(C(=O)c4cccc(S(=O)(=O)N(C)C)c4)CCN23)cc1,i,-1.36
COC(=O)c1cc(-c2ccc(S(=O)(=O)N3CCCC3)cc2)c(C(F)(F)F)s1,i,-1.41
CC(C)(C)NC(=O)C(=O)NNC(=O)c1cccc([N+](=O)[O-])c1,i,0.53
COc1cc2c(cc1OC)CN(C(=O)c1ccc3nc[nH]c3c1)CC2,i,1.37
C=CCOc1ccccc1CNc1ccc2c(c1)OCCO2,i,-0.95

# Quoted at random: five compounds from above, in no set order.
SMILES,KCNQ2 inh,Kir21 inh
Cc1cc(OCC(=O)Nc2ccc3c(c2)OCCO3)cc(C)c1Cl,i,-1.46
Cc1ccc(S(=O)(=O)N2C(=O)CCC2C(N)=O)cc1 (stereo not given),i,-2.74
CCOc1ccc(C(=O)N2CCCC2)cc1OC,i,-0.14
C=CCNc1nc(N)c([N+](=O)[O-])c(Nc2ccccc2OC)n1,i,-0.06
COc1cc(/C=C/C(=O)c2c(O)cc(C)oc2=O)cc(OC)c1O,i,-0.26

# Other entries follow.
SMILES,KCNQ2 inh,Kir21 inh
CCOC(=O)C1CCN(S(=O)(=O)c2ccc(C(=O)OC)cc2)CC1,i,-0.22
Cc1cc(C)n(CCc2nc(-c3ccc(F)cc3)cs2)n1,i,-0.03
Cc1ccc(SCCN2CCC(C)CCC2=O)cc1 (stereo not given),i,-0.83
CN1CCC(=NNC(=O)CSc2ccc(Cl)cc2)CC1,i,1.26
CC[C@H](C)C(C(=O)N1CCN(C(=O)OC(C)(C)C)CC1)n1cc(C(CO)NC(=O)OC(C)(C)C)nn1 (stereo not given in full),i,1.42
CCCCNS(=O)(=O)c1ccc(OC)c(C)c1,i,0.42
CCN(CC)c1nc(-c2ccccc2)nc2ccccc12,i,-0.4
COCCCNC(=S)NNC(=S)Nc1ccc(F)cc1F,i,-0.64
CC(C)CCNC(=O)C1C2C=CC3(CN(Cc4ccccc4Cl)C(=O)C13)O2 (stereo not given),i,-0.17
CC1CCCN(C(=O)c2cc(S(=O)(=O)N3CCCCC3)c[nH]2)C1 (stereo not given),i,2.01
COc1ccccc1N1CCN(C(c2ccc(Cl)cc2)c2nnnn2C(C)(C)C)CC1 (stereo not given),i,0.05
CC(=O)OC1CC(n2ccc(NC(=O)c3ccccc3)nc2=O)OC1CO (stereo not given),i,-0.36
COCC(=O)Nc1nc2n(n1)C(c1ccccc1Cl)CC(c1ccc(OC)cc1)N2 (stereo not given),i,0.5
C/C(=N\N=C(N)N)c1ccc(Cl)cc1Cl,i,-7.15*
CCCn1c(N)c(N(CCOC)C(=O)c2ccc(-c3ccc(Cl)cc3)o2)c(=O)[nH]c1=O,i,0.69
CN1CC(=O)N/C1=N\C(=O)Nc1ccc(O)cc1,i,-1.01
Cc1cccc(-c2nc3cc([N+](=O)[O-])ccc3o2)c1,i,0.71
O=C(Cc1ccccc1)NNC(=O)c1cnccn1,i,0.53
FC(F)(F)c1cccc(-c2nnc3ccc(C(F)(F)F)cn23)c1,i,-0.89
O=C(Nc1ccccc1F)Nc1cccnc1Cl,i,-0.94
Nc1nc(-c2cccc(Br)c2)cs1,i,-0.5
COc1ccc(-c2cc(-c3cccnc3)c(C#N)c(N)n2)cc1,i,0.01
CCS(=O)(=O)c1nc(S(=O)(=O)c2ccc(C)cc2)c(N2CCN(CCO)CC2)s1,i,0.03
COc1ccccc1NC(=O)Cc1csc(NC(=S)Nc2ccccc2)n1,i,1.05
c1ccc(Cn2nnc3c(N4CCOCC4)ncnc32)cc1,i,0.65

# Some of these compounds in order of the Kir21 inh value, largest number first.
compound,Kir21 inh
CCCn1c(N)c(N(CCOC)C(=O)c2ccc(-c3ccc(Cl)cc3)o2)c(=O)[nH]c1=O,0.69
CCS(=O)(=O)c1nc(S(=O)(=O)c2ccc(C)cc2)c(N2CCN(CCO)CC2)s1,0.03
COCCCNC(=S)NNC(=S)Nc1ccc(F)cc1F,-0.64

# Of the compounds above, 4 contain a COOH group.
SMILES,KCNQ2 inh,Kir21 inh
Cc1ccc(-c2c(C)sc(NC(=O)C3C4CCC(O4)C3C(=O)O)c2C(=O)OC(C)C)cc1 (stereo not given),i,0.75
O=C(CC(Sc1ccc(Br)cc1)C(=O)O)c1ccc(F)cc1 (stereo not given),i,-0.58
Cc1ccc(C)c(OCC(=O)Nc2cccc(C(=O)O)c2)c1C,i,1.43
CC(=O)c1cccc(NC(=O)c2nccnc2C(=O)O)c1,i,-0.72

# (continued)
SMILES,KCNQ2 inh,Kir21 inh
Cc1cnc(C(=O)Nc2ccc(-n3cnnn3)cc2)cn1,i,-0.32
Cc1cccc(N(CC(=O)NC2CC3CCC2C3)S(=O)(=O)c2ccccc2)c1 (stereo not given),i,-0.33
Cc1nn(C)c(NC(=O)c2ccccc2Cl)c1Cl,i,0.33
CCC(=NCc1ccccc1)c1c(C(F)(F)F)[nH]n(-c2nc3ccccc3s2)c1=O,i,0.49
Cc1csc(SCC(=O)c2c(N)n(C)c(=O)n(C)c2=O)n1,i,0.46
CN(C(=O)COC(=O)C1CCN(S(=O)(=O)c2cccs2)CC1)C1CCS(=O)(=O)C1 (stereo not given),i,1.03
Cc1cc(-c2csc(NC(=O)c3cc4ccccc4o3)n2)c(C)n1C,i,2.56
Cc1ccc(-c2cnc(NCc3cc4c(cc3[N+](=O)[O-])OCO4)n2C)cc1C,i,1.27
COC(=O)c1cc(C(=O)OC)cc(N2C(=O)CC(NNC(=O)c3ccccc3Cl)C2=O)c1 (stereo not given),i,2.16
CCOCc1c(C(=O)NC2CCCCCC2)oc2ccccc12,i,1.55
C[C@@H](CSc1ccccc1)CN1CC[C@H](NC(=O)OCc2ccccc2)CCC1=O,i,-0.57
COc1ccccc1N(C)S(=O)(=O)c1ccc(C(=O)NC(C)c2ccccc2)cc1 (stereo not given),i,-0.14
COc1cccc(C(=O)Nc2nnc(S(=O)(=O)N(C)c3ccccc3)s2)c1,i,-0.28
O=C(/C=C/c1ccco1)NC1=NCCS1,i,0.83
CCNC(=S)Nc1cccc([N+](=O)[O-])c1,i,-2.19
O=C(CN1C(=O)NC2NC(=O)NC21)N/N=C/c1ccccc1F (stereo not given),i,0.18
COc1ccccc1N1CCN(c2nc3c(C)cccn3c(=O)c2C=O)CC1,i,3.32
COC(CN1C(=O)C(=O)/C(=C(/O)c2ccccc2)C1c1ccccn1)OC (stereo not given),i,1.16
CC(=O)C1=C(C)NC2=C(C(=O)c3ccccc32)C1c1ccccc1 (stereo not given),i,0.25
Cc1cc(C(=O)Nn2cnnc2)ccc1[N+](=O)[O-],i,0.29
CC1(C)CC2(CCO1)OC(=O)CC2C(=O)NCCc1ccccc1 (stereo not given),i,0.23
COc1ccccc1Oc1ccc(NC(=O)c2ccccc2C)cc1,i,-0.01
CC(=O)NC(CC(=O)N1CCN(C(C)=O)CC1)c1ccccc1 (stereo not given),i,-0.53
